TSHR antag: antagonists of human thyroid stimulating hormone receptor | TSHR-expressing cells, TSH-stimulated cAMP HTRF, 2 h; hits give low values | activity change, negative = inhibition, % at 11.5 µM | P16473 | actives 0.2% (n = 330,000);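 active = activity change below a set negative limit, meaning inhibition stronger than a set level, cut at about -70% in these data; inconclusive = activity change between two set negative limits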; note: % is set by controls: 0 for no effect and ±100 for the full control effect
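Cell-based HTRF cAMP assay; TSHR cells + compound, TSH EC80 (4nM final), 2 h, 37 deg C. Lysis with anti-cAMP cryptate and cAMP-d2, 30 min RT, read 665/620 nm.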
ELG1 DNA repair: blocks ELG1-dependent DNA repair in HEK293T cells; actives 2.3% (n = 330,000); HEK293T ELG1-luciferase reporter, luminescence, 16 h; DNA damage induced by 5-fluorouridine; AID 504467; Potency, µM (top dose mostly 46.1 µM), without a hit: at the highest dose activity change, negative = inhibition, most hits filed as inhibitors; note: potency is the fitted concentration of half-maximal effect; % is set by controls: 0 for no effect and ±100 for the full control effect; nearly all actives have a fitted effect of over 55% in size
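Overnight (16 hr) co-exposure of 2,000 cells/well to 5-fluorouridine and compound at 37 °C preceded detection. Luciferase was quantified via ONE-Glo luminescence; loss of signal denotes inhibition.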
Eya2 inh: blocks the phosphatase activity of human Eya2; O00167; recombinant Eya2, OMFP fluorescence dephosphorylation (OMFP is methylfluorescein phosphate); Potency, µM (top dose mostly 76.9 µM), for inactives: top-dose activity, negative = inhibition, hits mostly inhibitors; actives 0.006% (n = 330,000); note: potency is the fitted concentration of half-maximal effect; % is set by controls: 0 for no effect and ±100 for the full control effect
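Eya2 (0.2 uM) preincubated 10 min at ambient with compound, then OMFP substrate added at 50 uM; 10 min reaction in 50 mM HEPES pH 7.5, 50 mM NaCl, 5 uM MgCl2, 0.05% BSA, 1 mM DTT. Fluorescence read at Ex 485/Em 525 nm.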
TCR activator: activators of T cell receptors. AID 504894. Potency, µM (series often up to 9.22 µM), without a hit: at the top dose activation of IL-2 secretion, usual class: activators. primary human leukocytes, anti-CD3, IL-2 HTRF, 48 h. 330,000 tested, under 10 active; note: % of control where 0% means no effect
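Using a-CD3 beads without co-stimulation, primary human leukocytes were exposed to compounds for 48 hr. An HTRF IL-2 kit measured the cytokine, with europium-to-d2 energy transfer producing emission at 665nm upon 320nm excitation.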
TRPV1 ag: agonists of human vanilloid receptor 1 (TRPV1) | TRPV1-expressing cells, Fluo-8 calcium influx, agonist mode | AID 540275 | Q8NER1 | actives 0.19% (n = 320,000) | activation, % at 8.33 µM; in the data active = activation above about 80%; inconclusive = between about 30% and that limit; note: 0% is about no effect
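Fluo-8 calcium influx in TRPV1-expressing cells, kinetic read (ex 480/em 520 nm). Compound added and read 3 min for agonist activity, followed by capsaicin at EC20 final and 2 min further read for enhancement.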
USP2a block: blocks human ubiquitin-specific protease USP2a; O75604; USP2 core, Ub-CHOP2 coupled fluorogenic reporter, 485/531; Potency, µM (highest dose often 38.3 µM), inactives show at the highest dose activity change, negative = inhibition, usual class: inhibitors; actives 0.01% (n = 330,000); AID 463254;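 note: potency is the fitted concentration of half-maximal effect; plate controls were DMSO wells for no effect and full inhibition by NEM control for full effect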
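USP2 core (10nM final) preincubated 30min RT with compound in 20mM Tris-HCl pH 8.0, 2mM CaCl2, 2mM beta-mercaptoethanol, 0.05% CHAPS; 25nM Ub-CHOP2 plus 25nM reporter substrate added, fluorescence (Ex485/Em531) read after 60min.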
AT treatment: potential ataxia-telangiectasia treatment; […] A-T fibroblasts, KAP-1 phosphorylation AlphaLISA; neocarzinostatin DNA damage 30 min before lysis; Potency, µM (series often up to 57.5 µM), for inactives: top-dose activation, most hits filed as activators; actives 0.19% (n = 320,000); note: potency is the fitted concentration of half-maximal effect; % of control where 0% means no effect; nearly all actives have a fitted effect of over 45% in size
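hTERT-immortalized A-T patient fibroblasts ([…]), 500 cells/well in OPTI-MEM, 1% FBS, got compounds for 60 min, then NCS for 30 min at 37C. Lysates were then assayed for phospho-KAP-1 by AlphaLISA (anti-pKAP1 donor, anti-KAP1 acceptor beads), 6 hr at 25C.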
Mito fusion act: blocks mitochondrial division or promotes mitochondrial fusion; Potency, µM (highest dose often 46.1 µM), inactives show at the top dose growth rescue (activation), most hits filed as activators; actives 0.23% (n = 320,000); S. cerevisiae fusion-defective mutant growth rescue, CellTiterGlo 48 h; AID 485298;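 note: potency is the fitted concentration of half-maximal effect; % of control where 0% means no effect; nearly all actives have a fitted effect of over 45% in size; temperature-sensitive fusion mutants such as fzo1-1 at 37 °C on non-fermentable ethanol glycerol medium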
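Growth-rescue viability read-out: after 48 h at the non-permissive 37C in glycerol/ethanol YPEG, yeast mitochondrial fusion mutants are measured by CellTiterGlo luminescence; compounds (23 nl pinned per well) restoring growth score as division inhibitors or fusion activators.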
KCNH2 3.1 inh: blocks the human KCNH2 3.1 channel isoform; U2OS KCNH2 3.1, thallium flux FluxOr; hits give low values; activity change, % (tested at about 1.8 µM); actives 0.95% (n = 340,000); AID 720553;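 active = maximum activity change below -70%; inconclusive = maximum activity change from -70% to -50%; inactive = maximum activity change above -50%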;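 note: thallium influx rate constant from kinetic fluorescence after stimulation buffer; % is set by controls: 0 for no effect and ±100 for the full control effect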
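Thallium flux read-out: FluxOr dye with Red40 quencher in HBSS/HEPES, 45 min at RT. Rate constants from kinetic reads were normalized to positive and negative DMSO controls. Cells: U2OS virally expressing the 3.1 isoform.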
hERG WT inh: inhibitors of human wildtype KCNH2 potassium channel; actives 0.37% (n = 340,000); U2OS, BacMam KCNH2, thallium flux FluxOr; hits give low values; activity change, % at 1.84 µM; Q12809;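 active = maximum activity change below -70%; inconclusive = maximum activity change between -70% and -50%; inactive = maximum activity change above -50%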; note: % is set by controls: 0 for no effect and ±100 for the full control effect
Target sequence (Q12809 whole entry, looked up): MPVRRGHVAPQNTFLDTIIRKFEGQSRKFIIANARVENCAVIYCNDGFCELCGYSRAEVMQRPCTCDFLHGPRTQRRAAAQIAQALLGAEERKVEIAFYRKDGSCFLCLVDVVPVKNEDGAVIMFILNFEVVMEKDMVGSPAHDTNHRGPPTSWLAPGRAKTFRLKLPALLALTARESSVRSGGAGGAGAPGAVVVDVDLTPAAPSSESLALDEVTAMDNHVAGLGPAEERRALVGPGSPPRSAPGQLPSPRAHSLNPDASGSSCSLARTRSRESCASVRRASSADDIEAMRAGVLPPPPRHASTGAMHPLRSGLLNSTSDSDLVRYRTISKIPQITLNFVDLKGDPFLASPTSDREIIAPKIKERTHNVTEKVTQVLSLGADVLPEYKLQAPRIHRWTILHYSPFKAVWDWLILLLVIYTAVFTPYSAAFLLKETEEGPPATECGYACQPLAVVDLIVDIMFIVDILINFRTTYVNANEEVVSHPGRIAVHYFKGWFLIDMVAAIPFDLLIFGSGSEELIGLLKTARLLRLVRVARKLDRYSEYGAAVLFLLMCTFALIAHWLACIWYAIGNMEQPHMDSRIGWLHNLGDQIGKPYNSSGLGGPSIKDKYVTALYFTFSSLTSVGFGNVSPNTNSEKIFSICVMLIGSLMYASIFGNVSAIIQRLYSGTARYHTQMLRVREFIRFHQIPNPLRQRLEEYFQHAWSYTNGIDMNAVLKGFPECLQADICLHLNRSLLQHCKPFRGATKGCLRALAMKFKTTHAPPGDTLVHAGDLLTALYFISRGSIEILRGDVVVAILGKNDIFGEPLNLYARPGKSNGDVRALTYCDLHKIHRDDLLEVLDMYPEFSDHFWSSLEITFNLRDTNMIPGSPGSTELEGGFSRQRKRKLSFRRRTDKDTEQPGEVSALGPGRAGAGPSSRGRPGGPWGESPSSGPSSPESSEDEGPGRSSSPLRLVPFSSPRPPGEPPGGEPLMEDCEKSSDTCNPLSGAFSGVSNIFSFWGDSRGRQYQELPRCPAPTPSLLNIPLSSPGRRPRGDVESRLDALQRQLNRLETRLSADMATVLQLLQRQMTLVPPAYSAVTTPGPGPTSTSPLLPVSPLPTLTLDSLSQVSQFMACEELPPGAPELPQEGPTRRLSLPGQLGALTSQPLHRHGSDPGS
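U2OS cells were transduced with wild-type KCNH2 virus (2.03 x 10^8 / mL) for 4 h at room temperature, then cultured overnight at 37 C. Thallium flux was read with FluxOr dye. Rate constants were normalized to DMSO controls.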
* = called active by the depositor; ? = inconclusive; / = no result given; [ ] = another dose, or the depositor's remark. Unless noted, calls come from the whole dose curve; as a rule, active = well fitted curve in the direction sought with a large enough effect; inconclusive = small, poorly fitted or top-dose-only effect, or another doubt; inactive = no such curve, though single readings can be large; an effect the other way counts as inactive or inconclusive. Some of the compounds tested; rates above refer to the full screens.

The line under a structure holds: TSHR antag | ELG1 DNA repair | Eya2 inh | TCR activator | TRPV1 ag | USP2a block | AT treatment | Mito fusion act | KCNH2 3.1 inh | hERG WT inh
> COc1ccc(CNC(=O)CC23CC4CC(CC(C4)C2)C3)cc1OC
 : 0 | -5% | 1% | -6% | ? | 2% | 5% | -7% | -26 | 5
> Cc1nc2oc3ccccc3c(=O)c2cc1C(=O)O
 : -10 | ? | 2% | 5% | 0 | 1% | -37% | -10% | 10 | -1
> O=c1[nH]n(-c2cccc(Cl)c2)c2ncccc12
 : -13 | ? | -3% | 1% | 0 | 2% | 1% | 5% | -5 | 3
> O=C(NCc1ccncc1)c1cc(-c2ccc(Cl)cc2)oc1C(F)(F)F
 : 0 | ? | 0% | 4% | ? | 1% | -5% | 4% | 14 | -5
> COc1ccc(S(=O)(=O)N2CCC(C(=O)OCC(=O)c3ccccc3)CC2)cc1[N+](=O)[O-]
 : 13 | 8% | 8% | -3%[46.1 µM] | 7 | 2% | -9% | -4% | -6 | 3
> COCCN(C(=O)COC(=O)CC(C)c1ccccc1)c1c(N)n(Cc2ccccc2)c(=O)[nH]c1=O (stereo not drawn)
 : 26 | -8% | -29% | -2% | 1 | 1% | 0% | -3% | 16 | -14
> CNc1nc(N)c(C(=O)C(C)(C)C)s1
 : 3 | 4% | 7% | 3% | 5 | 2% | -14% | -4% | -10 | -7
> Cc1ccc(C2CC(c3ccc(Br)cc3)=NN2C(=O)CSC2=NN3CCCC(=O)N=C3S2)cc1 (stereo not drawn)
 : -6 | -26% | -9% | 5% | 6 | -1% | -11% | 12% | -20 | -4
> Cc1cc(/C=C2\C(=N)N3C(SCc4ccccc4)=NSC3=NC2=O)c(C)n1Cc1ccccc1
 : 4 | 0% | 7% | 3% | 1 | 2% | -1% | 3% | -11 | 22
> CN(C)c1cccc(C(=O)Nc2cc(C(F)(F)F)ccc2-n2cnc3ccccc32)c1
 : 0 | -3% | -2% | -3%[46.1 µM] | 4 | 2% | 1% | 0% | -2 | 13
> Cc1ccc(SC(C)C(=O)Nc2c(C)n(C)n(-c3ccccc3)c2=O)cc1 (stereo not drawn)
 : 2 | -3% | -10% | 5% | -1 | 6% | -2% | -1% | 2 | 0
> CCc1nc(SCc2cccnc2)c2c(=O)n(C)c(=O)n(C)c2n1
 : -19 | ? | -24% | 0% | -1 | 1% | 1% | 26% | 2 | -2
> Cc1cnc(NC(=O)COc2ccccc2Cl)s1
 : -3 | ? | 1% | 4% | 12 | 2% | -8% | 10% | 17 | -20
> COc1ccc(-c2c(NC(=O)c3ccco3)oc3ccc(Cl)cc3c2=O)cc1
 : 59 | -3% | 2% | -3% | 4 | 3% | 1% | 0% | 1 | -2
> COC(=O)[C@H](Cc1ccccc1)NC(=O)NCc1ccccc1
 : 7 | ? | 1% | -6% | 5 | 3% | ? | -4% | 18 | 1
> Cc1ccc(N(Cc2cc3ccc(C)cc3[nH]c2=O)C(=O)c2ccco2)cc1
 : 5 | -20% | 2% | 6% | 24 | -5% | 1% | 11% | 9 | 2
> Cc1ccc(NC(=O)c2ccc(Cl)c(S(=O)(=O)NCC3CCCO3)c2)c(O)c1 (stereo not drawn)
 : 7 | ? | -9% | -1% | 4 | -2% | 0% | 1% | 8 | 7
> CC(C)C(NS(=O)(=O)c1cccc2nsnc12)C(=O)NC1CCCCC1 (stereo not drawn)
 : -5 | 10% | 6% | 1% | -1 | 1% | -2% | 1% | -2 | -2
> O=S(=O)(NCc1cn2ccccc2n1)c1ccccc1F
 : -1 | ? | -1% | 0% | -1 | 6% | -1% | 0% | 4 | 3
> COc1ccc(C(N)CCc2ccc(C)o2)cc1 (stereo not drawn)
 : 2 | -4% | 16% | -7% | -1 | 1% | -7% | -4% | 2 | 1
> CCC1(C)NC(=O)N(CC(=O)NCC(=O)Nc2c(C)cc(C)cc2C)C1=O (stereo not drawn)
 : 15 | 11% | 1% | 14% | -3 | 0% | -5% | 7% | -6 | 11
> COc1ccc(CCNC(=O)c2sc(=S)n(C)c2N)cc1
 : 6 | 9% | -3% | 0% | 9 | -4% | 9% | 4% | 13 | -1
> CC(C)N1CCc2c(sc(NC(=O)CCS(=O)(=O)c3ccccc3)c2C(N)=O)C1
 : 13 | -5% | -4% | 5% | -4 | 0% | -4% | 1% | -4 | -5
> CSc1ncccc1C(=O)NNc1cc(Cl)ccc1Cl
 : -4 | 0% | -3% | -5% | 15 | 4% | 3% | -61%[inhibitor] | 11 | -3
> Cc1ccc(NC(=O)CN2CCC(NC(=O)Cc3ccccc3)CC2)cc1C
 : 20 | -15% | -3% | 3% | / | 4% | -2% | 4% | 17 | 8
> CC(C)c1ccc(/C=c2\sc3nc(-c4ccncc4)nn3c2=O)cc1
 : 7 | ? | -5% | -6% | 9 | -2% | 3% | -4% | 2 | 1
> Cc1cc(NC(=O)c2ccc([N+](=O)[O-])o2)ccc1NC(=O)c1ccco1
 : -3 | ? | 14% | -4% | 8 | 2% | 34% | 0% | -6 | 11
> Cc1cccc(NC(=O)c2cc(-c3ccc(C)s3)nc3ccccc23)n1
 : 2 | 6.5µM* | -1% | -2%[46.1 µM] | 17 | 1% | 6% | 26% | 0 | -1
> COCCn1ccc2c(OCC(=O)Nc3cc(OC)ccc3OC)cccc2c1=O
 : -9 | ? | 8% | -16% | -5 | 0% | -4% | 27% | -6 | 1
> Cc1ccccc1OCC(=O)OCC(=O)NCC1CCCO1 (stereo not drawn)
 : 8 | 13% | -25% | 2% | -2 | 2% | 1% | -5% | 2 | 9
> CC(NC(=O)c1ccc(OC2CCN(Cc3ccccn3)CC2)cc1)c1nccs1 (stereo not drawn)
 : 3 | 9% | 12% | 1% | -2 | 2% | 15% | 0% | 0 | 8
> Cc1cc(C)n(CC(O)COc2ccc3ccccc3c2)n1 (stereo not drawn)
 : 2 | ? | 0% | 4% | 2 | 1% | 2%[11.5 µM] | 2% | -4 | -8
> CCOc1ccc(C(CC(=O)O)NC(=O)C23CC4CC(CC(C4)C2)C3)cc1OC (stereo not drawn)
 : -5 | 13% | 8% | -5% | 1 | 2% | 2% | -4% | -45 | 3
> CC(C)[C@H](N)c1cn([C@@H](CC(N)=O)C(=O)N2CCNCC2)nn1
 : 10 | 14% | 7% | -1% | -1 | 1% | -8% | 0% | 12 | 4
> CCOC(=O)c1cc(CC)sc1NC(=O)c1ccc(N2C(=O)CCC2=O)cc1
 : 8 | -22% | 10% | -1% | 0 | -1% | -2% | 3% | 8 | -16
> COc1ccc(NC(=O)OC(CN2CCCCC2)C(F)(F)F)cc1 (stereo not drawn)
 : 27 | 18% | 3% | 1% | -3 | 0% | 7% | 4% | 17 | -9
> Cc1ccc(CNC(=O)CS(=O)Cc2nc(-c3ccccc3F)oc2C)cc1 (stereo not drawn)
 : -8 | 0% | -3% | 1% | 15 | -1% | 9% | 17% | -17 | ?
> O=C(c1ccco1)N1CCN(Cc2ccccc2F)CC1
 : 13 | 8% | 1% | 1% | -11 | -2% | ? | 1% | -3 | 21
> O=C(O)CCC(=O)Nc1nnc(C(F)(F)F)s1
 : 1 | -3% | -7% | -2% | -1 | 1% | 3% | 6% | / | 4
> CC(=O)Nc1ccc(C(=O)CSc2ncn(-c3ccccc3)n2)cc1
 : 5 | 9% | 3% | 1% | 4 | -1% | -5% | -4% | -6 | -5
> CCOC(=O)CSc1nc2sc3c(c2c(=O)[nH]1)CC(C)(C)OC3
 : -12 | 0% | 3% | / | -4 | 1% | 8% | 3% | 2 | -3

Part of the list above, with bars between the fields:
SMILES | TSHR antag | ELG1 DNA repair | Eya2 inh | TCR activator | TRPV1 ag | USP2a block | AT treatment | Mito fusion act | KCNH2 3.1 inh | hERG WT inh
Cc1cc(C)n(CC(O)COc2ccc3ccccc3c2)n1 (stereo not drawn) | 2 | ? | 0% | 4% | 2 | 1% | 2%[11.5 µM] | 2% | -4 | -8
CCOc1ccc(C(CC(=O)O)NC(=O)C23CC4CC(CC(C4)C2)C3)cc1OC (stereo not drawn) | -5 | 13% | 8% | -5% | 1 | 2% | 2% | -4% | -45 | 3
CC(C)[C@H](N)c1cn([C@@H](CC(N)=O)C(=O)N2CCNCC2)nn1 | 10 | 14% | 7% | -1% | -1 | 1% | -8% | 0% | 12 | 4
CCOC(=O)c1cc(CC)sc1NC(=O)c1ccc(N2C(=O)CCC2=O)cc1 | 8 | -22% | 10% | -1% | 0 | -1% | -2% | 3% | 8 | -16
COc1ccc(NC(=O)OC(CN2CCCCC2)C(F)(F)F)cc1 (stereo not drawn) | 27 | 18% | 3% | 1% | -3 | 0% | 7% | 4% | 17 | -9
Cc1ccc(CNC(=O)CS(=O)Cc2nc(-c3ccccc3F)oc2C)cc1 (stereo not drawn) | -8 | 0% | -3% | 1% | 15 | -1% | 9% | 17% | -17 | ?
O=C(c1ccco1)N1CCN(Cc2ccccc2F)CC1 | 13 | 8% | 1% | 1% | -11 | -2% | ? | 1% | -3 | 21

Source: PubChem (National Center for Advancing Translational Sciences (NCATS))
